# Assay outcomes: PubChem, several laboratories
# MCL1-BIM inh: disrupts human MCL1 binding to BIM-BH3 peptide; Q07820; GST-MCL1 / FITC-Bim-BH3 fluorescence polarization; inhibition, % at 10.9 µM; hit rate 0.68% among 320,000; AID 2057;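 active = inhibition above the mean inhibition of all tested compounds plus 3 SD, set per campaign, cut at about 40% in these data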;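 note: 0% = DMSO wells and 100% = unlabeled Bim-BH3 peptide control; higher means more loss of mP so more displacement of Bim peptide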
# Target sequence (Q07820 whole entry, looked up): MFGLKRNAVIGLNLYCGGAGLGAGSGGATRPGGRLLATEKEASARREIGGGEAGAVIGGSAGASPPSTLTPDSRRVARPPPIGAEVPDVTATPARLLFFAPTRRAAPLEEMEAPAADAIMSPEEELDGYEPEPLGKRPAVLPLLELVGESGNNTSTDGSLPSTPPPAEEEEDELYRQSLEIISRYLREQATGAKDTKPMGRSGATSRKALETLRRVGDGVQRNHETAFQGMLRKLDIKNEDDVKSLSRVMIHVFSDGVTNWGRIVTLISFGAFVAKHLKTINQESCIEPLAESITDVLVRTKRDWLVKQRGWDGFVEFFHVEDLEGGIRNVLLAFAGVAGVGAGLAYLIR
# ZTA counter: ZTA (EBV) inhibition in EBNA-1 counter-screen. inhibition, % at 11 µM. hit rate 0.15% among 320,000. AID 2234. ZTA-DNA binding, fluorescence polarization; in the data active = inhibition above about 33%
# Target sequence (P03206 whole entry, looked up): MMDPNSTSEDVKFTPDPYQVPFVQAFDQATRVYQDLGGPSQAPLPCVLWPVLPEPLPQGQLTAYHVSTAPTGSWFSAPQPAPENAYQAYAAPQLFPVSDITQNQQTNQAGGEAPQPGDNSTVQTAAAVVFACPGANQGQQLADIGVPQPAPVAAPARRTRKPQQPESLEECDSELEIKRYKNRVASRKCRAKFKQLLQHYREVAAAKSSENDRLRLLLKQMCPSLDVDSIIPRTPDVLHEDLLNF
# Yeast superoxide: caloric restriction mimetics inhibiting age-related superoxide in yeast. S. cerevisiae aged cells, superoxide DHE fluorescence; stronger effect = lower value. superoxide response (% of plate mean), % at 10 µM. hit rate 0.18% among 330,000;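 active = superoxide response under a set limit, about three screen SD below normal, cut at about 65% in these data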;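 note: yeast aged for seven days with compound at 30 °C before DHE staining; 100% = average MFI of all compound-treated wells on the plate with controls excluded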
# MEX-5 binding: C. elegans MEX-5 TCR-2 RNA binding activity; hit rate 0.38% among 300,000; MEX-5/FITC-TCR2 RNA binding, fluorescence polarization; stronger effect = lower value; activity score (negative = inhibition of binding), % at 10 µM;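 active = inhibition past about -25% in most replicates, and total fluorescence under double the plate's negative control median, limit read from the data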;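 note: 0% = DMSO and -100% = 5 µM competing unlabeled TCR2 RNA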
# Target sequence (Q9XUB2 whole entry, looked up): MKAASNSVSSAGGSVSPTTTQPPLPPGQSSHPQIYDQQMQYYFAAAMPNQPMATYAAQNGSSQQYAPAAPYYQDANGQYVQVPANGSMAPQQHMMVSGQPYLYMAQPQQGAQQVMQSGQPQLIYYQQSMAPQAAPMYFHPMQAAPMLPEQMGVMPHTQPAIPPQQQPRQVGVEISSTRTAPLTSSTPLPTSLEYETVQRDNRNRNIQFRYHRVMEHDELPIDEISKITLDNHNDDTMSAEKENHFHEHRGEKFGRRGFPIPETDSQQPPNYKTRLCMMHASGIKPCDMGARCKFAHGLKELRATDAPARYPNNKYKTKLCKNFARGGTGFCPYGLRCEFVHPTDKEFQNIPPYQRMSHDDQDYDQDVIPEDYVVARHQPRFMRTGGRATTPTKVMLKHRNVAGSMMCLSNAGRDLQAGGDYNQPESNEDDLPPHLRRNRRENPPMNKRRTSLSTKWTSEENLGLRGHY
# EBNA-1 inhibitor: blocks EBNA-1 binding to DNA; AID 1950; EBNA-1 DNA binding, fluorescence polarization; inhibition, % at 14.8 µM; hit rate 0.34% among 300,000; in the data active = inhibition above about 28%
# GLD-1 RNA inh: GLD-1-TGE RNA interaction inhibition (C. elegans) | inhibition, % at 5.96 µM | hit rate 0.44% among 320,000 | purified GLD-1 + fluorescein TGE RNA, fluorescence polarization | Q17339;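 active = percent inhibition above a per-plate cutoff, the plate mean of test compounds plus 3 SD, cut at about 30% in these data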;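 note: 0% = DMSO wells with GLD-1 and probe and 100% = wells lacking GLD-1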
# Fam108B counter: counter-screen for RBBP9 inhibitors: inhibitors of mouse Fam108B; recombinant Fam108B, FP-Rh probe fluorescence polarization; inhibition, % at 9.51 µM; hit rate 0.33% among 300,000; AID 1947;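 active = inhibition above the screen mean inhibition plus 3 SD, computed separately per campaign, cut at about 18% in these data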;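 note: inhibitors lower polarization as less probe binds the enzyme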
# BCLXL inh: Bcl-xL (human) inhibition. AID 2129. inhibition, % at 10.9 µM. Q07817. hit rate 0.7% among 320,000. GST-Bcl-xL / FITC-Bim BH3 peptide fluorescence polarization;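 active = inhibition above the mean of all tested compounds plus 3 SD, cutoff set per campaign, cut at about 30% in these data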;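 note: 0% = DMSO wells and 100% = unlabeled Bim-BH3 peptide competitor; inhibitors lower millipolarization by displacing the labeled peptide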
# Efflux pump mplx: antifungal efflux pump inhibition, Nile Red retention | S. cerevisiae Candida pump triplex | inhibition, % at 10 µM | hit rate 0.44% among 330,000;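 active = plate passing quality check with inhibition over a set limit, or well fluorescence over plate mean plus 4 SD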;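 note: Nile Red retained in pooled yeast measured as flow cytometry median fluorescence; 0% = buffer negative control and 100% = Enniatin B positive control; higher means more Nile Red kept so more efflux inhibition; some compounds called inactive have numbers as strong as hits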
# * marks the source's active call; other numbers are inactive results; · = no result given.
smiles,Efflux pump mplx,Yeast superoxide,MEX-5 binding,MCL1-BIM inh,Fam108B counter,BCLXL inh,GLD-1 RNA inh,EBNA-1 inhibitor,ZTA counter
O=C(CCN1C(=O)C2C3C=CC(C4CC34)C2C1=O)OCC(=O)c1ccccc1 (configuration not stated),0.0,89,2.4,-2,1,-5,10,-5,-4
CC1C=CCC2C(=O)N(c3cccc(C(=O)Nc4ccc(F)cc4)c3)C(=O)C12 (configuration not stated),0.0,96,-2.6,-6,-3,-1,4,3,2
CCN(CC)CCNC(=O)NC(=O)c1ccc(Cl)cc1,-0.1,94,-0.3,3,0,3,3,-4,-20
Cc1ccc(N2CCN(S(=O)(=O)c3ccc(F)cc3)CC2)c(C)c1,0.1,106,-2.9,6,0,3,4,4,-1
NC(=S)NN=C1c2cc(S(=O)(=O)N3CCOCC3)ccc2-c2ccc(S(=O)(=O)N3CCOCC3)cc21,-0.2,112,0.2,18,8,11,0,-9,-14
Cc1cccc(OCC(O)Cn2c(-n3nc(C)cc3C)nc3c2c(=O)[nH]c(=O)n3C)c1 (configuration not stated),-0.1,101,3.3,-6,4,-2,-1,6,-2
COc1ccc(CNC(=O)C2CCC(CNc3c(N4CCCCC4)c(=O)c3=O)CC2)cc1 (configuration not stated),0.0,106,1.2,3,-2,5,-5,6,2
COc1ccc(N2CCN(C(=O)c3cc4ccccc4o3)CC2)cc1,0.0,93,0.4,4,9,8,1,-9,1
O=C(NCc1ccccc1Cl)c1ccc2ccccc2n1,-0.1,94,-2.4,4,0,0,-5,-3,-4
COc1cc(OC)cc(C(=O)NC2CCN(CC(=O)Nc3cccc4ccccc34)CC2)c1,0.2,97,0.6,5,-1,6,7,-13,-2
CCC(/C=C1\Sc2ccc(OC)cc2N1CCO)=C\c1sc2ccc(OC)cc2[n+]1CCO,0.4,100,·,21,-210,15,-29,45*,84*
c1ccc(-c2ncc(-c3ccn[nH]3)s2)cc1,0.0,100,-1.7,3,-3,-3,5,-5,10
COc1ccc2nc(/C(C#N)=C\c3ccc(Oc4ccc([N+](=O)[O-])cn4)cc3)[nH]c2c1,0.4,100,1.1,-82,1,-21,-4,-8,-2
Cc1cccc(N/C=C(\[N+](=O)[O-])S(=O)(=O)c2ccccc2)c1C,0.0,94,1.7,-4,0,3,-4,-4,-4
Cc1ccc(C)c(OCc2ccc(C(=O)Nc3ccc([N+](=O)[O-])cn3)o2)c1,-0.1,101,·,9,·,3,2,·,-2
O=C1S/C(=C\c2ccc(Cl)cc2)C(=O)N1CCn1cnnn1,0.0,98,0.3,11,4,0,2,6,-4
O=C(O)C1CCCN(S(=O)(=O)c2ccc3c(c2)OCCO3)C1 (configuration not stated),-0.1,93,0.3,1,2,2,-7,5,-1
Cc1ccc2cc(C#N)c(NCCNC(=S)NCCCN(C)C)nc2c1C,-0.1,127,0.9,10,1,8,-4,3,-3
OCCNCCSc1ccc(Cl)cc1,0.0,102,-0.2,0,-1,1,-6,-10,-4
O=C(CCn1c(=S)oc2ccccc21)N1CCN(c2ccc(F)cc2)CC1,0.1,113,0.1,-4,2,-5,-2,-6,-4
CCCCN(CC)C(=O)Cc1cn(C)c2ccccc12,0.0,95,1.9,7,-2,2,4,2,5
CCC(=O)Nc1ccc(Br)c(Cl)c1,0.2,95,0.3,9,-5,6,1,-2,0
CC(C)OCC(O)CN1CCNCC1 (configuration not stated),0.0,106,-3.1,8,-5,6,10,-8,-9
COc1cccc(CNC(=O)CCC2CCCN(C(=O)c3ccc(C)nc3)C2)c1 (configuration not stated),0.1,96,2.1,6,2,1,12,-7,-7
Cc1ccc(SCC(=O)NC2CC2)cc1,0.1,102,-10,-7,-3,-4,-2,9,0

# Only ZTA counter and Yeast superoxide, for some of the entries so far:
Structure | ZTA counter | Yeast superoxide
O=C(CCn1c(=S)oc2ccccc21)N1CCN(c2ccc(F)cc2)CC1 | -4 | 113
CCCCN(CC)C(=O)Cc1cn(C)c2ccccc12 | 5 | 95
CCC(=O)Nc1ccc(Br)c(Cl)c1 | 0 | 95

# New compounds follow.
smiles,Efflux pump mplx,Yeast superoxide,MEX-5 binding,MCL1-BIM inh,Fam108B counter,BCLXL inh,GLD-1 RNA inh,EBNA-1 inhibitor,ZTA counter
O=C(CSc1n[nH]c(-c2ccncc2)n1)Nc1ccc(Cl)cc1,-0.1,106,1.3,0,2,-2,0,-3,8
Cc1ccc(NC(=O)CCNS(=O)(=O)c2ccc3c(c2)CCC(=O)N3)cc1C,0.0,113,0.6,-5,5,-2,0,-3,10
COc1ccc(C(=O)CSc2nnc(CCc3ccccc3)n2-c2ccccc2)cc1,0.0,113,-1.7,-4,-1,-4,-1,12,9
Cn1nc(-c2ccccc2)c(CSc2ccccc2)c1Cl,-0.2,107,1.0,4,1,2,7,5,-12
CC(C)CC(=O)Nc1ccc2c3c(cccc13)CC2,-0.1,92,0.5,0,-1,2,0,13,6
COc1ccccc1N1CCN(C(=O)c2cn(C)c3ccc(S(=O)(=O)N4CCOCC4)cc3c2=O)CC1,-0.1,100,-2.0,8,-6,9,-1,-4,3
CCOC(=O)C(NC(=O)c1ccc(F)cc1)(Nc1nnc(C)s1)C(F)(F)F (configuration not stated),-0.1,101,0.8,-2,5,4,1,-4,-1
Cc1ccc(C(C)C)c(OCC(=O)Nc2ccc(N3CCN(S(C)(=O)=O)CC3)cc2)c1,-0.1,182,·,7,-2,11,3,0,-10
COC(C(=O)Nc1ccc(F)cc1)c1ccccc1 (configuration not stated),0.6,95,1.4,-11,-5,-7,-8,-19,0
COc1cc(C(=O)NC2CCCc3ccccc32)ccc1OCC(=O)Nc1ccc(F)cc1 (configuration not stated),0.1,107,1.4,4,0,6,-1,1,-4
CC(=O)Nc1ccccc1C(=O)C(=O)Nc1cccc(Br)c1,-0.1,95,-0.8,-9,0,-2,5,8,21
CC(/C=C/c1ccc(N(C)C)cc1)=N/N=C1/NC(=O)CC(C(=O)Nc2ccc(Cl)cc2)S1 (configuration not stated),-0.2,101,2.6,-33,3,-7,-12,-9,-8
COc1cc2c(cc1OC)CN(C1CCC(C)CC1)CC2 (configuration not stated),-0.2,103,0.6,9,1,3,2,-6,-2
COc1cccc(C(=O)Nc2cccc(C(=O)NCC(C)C)c2)c1,-0.1,96,1.3,8,5,1,0,-3,11
CCOC(=O)CSc1ccc2nnc(-c3ccccc3)n2n1,-0.1,89,0.4,1,-2,2,1,-5,-16
CCN(CC)S(=O)(=O)c1ccc(OCC(=O)NC(=O)c2ccccc2OC)c([N+](=O)[O-])c1,-1.0,100,0.6,6,0,0,7,-6,-5
N#C/C(=C\c1cccc(NC(=O)c2ccccc2Cl)c1)C(=O)NCCc1ccccc1,0.0,93,-0.9,0,-16,2,6,10,20
O=C(CSc1ncccn1)NC1CCS(=O)(=O)C1 (configuration not stated),0.0,92,1.0,3,4,3,2,2,-5
COc1cc(/C=C(\NC(=O)c2ccccc2)C(=O)NCCO)c([N+](=O)[O-])cc1OC,0.0,99,-3.2,10,-1,3,7,-4,-4
Cc1ccc(-n2nc3c(N4CCC(C(=O)N5CCCCCC5)CC4)nnc(C)c3c2C)cc1,0.1,108,6.7,0,5,7,-10,-3,2
COc1cccc(CN2CCNC(=O)C2CC(=O)NCCOc2cccnc2)c1 (configuration not stated),-0.2,85,-8.0,24,3,17,15,-8,-1
O=C(NC1CCCCC1)C(c1ccccc1)N(Cc1ccco1)C(=O)c1csnn1 (configuration not stated),-0.3,96,-1.0,8,2,9,2,6,15
Cc1ccccc1S(=O)(=O)NC1OC(=O)C(Oc2ccccc2)=C1Br (configuration not stated),-0.1,100,3.4,0,-5,1,1,4,0
CC(C)c1nc2sc(C(=O)O)c(N)c2c2c1CCCC2,0.2,111,0.1,15,0,6,0,-5,-5
COc1cccc(NC(=O)N2CCCC(C(=O)Nc3ccccc3OC)C2)c1 (configuration not stated),0.1,104,-0.8,1,0,-2,2,-2,-21

smiles,Efflux pump mplx,Yeast superoxide,MEX-5 binding,MCL1-BIM inh,Fam108B counter,BCLXL inh,GLD-1 RNA inh,EBNA-1 inhibitor,ZTA counter
O=C(OCC1COc2ccccc2O1)c1ccccc1F (configuration not stated),0.0,106,2.2,2,1,6,-1,9,-4
CCc1cc2c3c(c1)C1(C(=O)N3C(C)(C)CC2C)C(C#N)=C(N)N2C(=C1C#N)Nc1ccccc12 (configuration not stated),0.1,96,-2.1,-23,1,-11,-10,-4,-2
Cc1ccccc1OCCNC(=O)c1ccccc1Sc1ccccc1C#N,-0.2,101,1.5,4,-2,7,3,3,5
COc1ccc(OCCN2CCN(C3CC(=O)N(CCC(C)C)C3=O)CC2)cc1 (configuration not stated),0.1,92,-1.4,4,-1,1,2,-3,1
CCCCNc1nc2sc3c(c2c(=O)n1-c1cccc(Cl)c1)CCN(C)C3,-0.2,110,·,-3,2,2,-20,1,-5
Cc1c(C#N)c2ncnc(-c3ccccc3)c2n1-c1ccccc1,0.0,94,0.7,8,0,7,7,11,15
COc1ccc(CN(CC(=O)NCC2CCCO2)C(=O)CCC(=O)Nc2nccs2)cc1 (configuration not stated),0.1,97,1.9,-2,-1,-1,-5,1,-2
CN(C)/C=C/C(=O)c1ccc(Br)s1,0.0,117,-1.9,-9,0,-1,-3,7,3
O=C1NC(=Nc2ccccc2Cl)S/C1=C\c1ccc(C(=O)O)cc1,-0.1,108,-4.6,0,0,5,-4,0,6
COC(=O)c1ccc(NC(=O)CCn2c(=O)oc3ccccc32)cc1,0.1,116,-3.4,-3,-1,2,-9,-2,5
CC(=O)[C@@]1(O)CC[C@H]2[C@@H]3CCC4=CC(=O)CC[C@]4(C)[C@H]3CC[C@@]21C,0.7,107,1.5,12,3,1,4,3,7
CCN(C(=O)COC(=O)c1[nH]c(C)c(C(C)=O)c1C)C1CCS(=O)(=O)C1 (configuration not stated),-0.1,100,0.6,-4,1,1,1,13,0
O=C(NNC(=O)c1ccccc1[N+](=O)[O-])Nc1ccccc1C(F)(F)F,0.1,89,-0.8,2,2,2,5,0,10
CCn1c(SCC(=O)Nc2ccc(C)cc2)nnc1-c1ccc(O)cc1,0.0,101,-4.9,4,-3,4,9,1,-16
Cc1cccc(C)c1NC(=O)c1cc(S(=O)(=O)N2CCOCC2)ccc1F,-0.1,85,-1.2,-4,1,5,8,-5,-17
Cc1ccc(Cn2nnc3c(=O)n(CC(=O)N4CCN(c5ccccc5)CC4)cnc32)cc1,0.1,87,-0.6,5,-2,0,3,1,-5
CSCC[C@H](NC(=O)[C@@H]1Cc2ccccc2CN1)C(=O)Nc1cccc(C)c1,0.0,98,-0.3,-5,-2,-1,7,-5,0
CCOC(=O)c1c(C)[nH]c(C(=O)COC(=O)CNS(=O)(=O)c2ccc(C)cc2)c1C,0.1,94,·,-10,·,1,-2,·,0
CC(=O)c1c(C)[nH]c(C(=O)OCC(=O)Nc2ncc(Cl)c(C)c2Cl)c1C,0.2,92,-2.2,24,4,22,6,2,2
COc1cc2cc(CN(CCN3CCCC3)C(=O)Nc3ccc(F)cc3)c(=O)[nH]c2cc1OC,0.0,89,·,0,-2,5,-25,-2,19
Oc1ccc(-c2onc3ccc(Cl)cc23)cc1,0.2,106,-1.8,-2,4,3,8,-5,-9
